ZTA DNA inh – blocks Epstein-Barr virus ZTA, an EBNA-1 counter-screen; P03206; ZTA-DNA binding, fluorescence polarization; inhibition, % at 11 µM; 0.15% of 320,000 active; AID 2234; in the data active = inhibition above about 33%
Target sequence (P03206 whole entry, looked up): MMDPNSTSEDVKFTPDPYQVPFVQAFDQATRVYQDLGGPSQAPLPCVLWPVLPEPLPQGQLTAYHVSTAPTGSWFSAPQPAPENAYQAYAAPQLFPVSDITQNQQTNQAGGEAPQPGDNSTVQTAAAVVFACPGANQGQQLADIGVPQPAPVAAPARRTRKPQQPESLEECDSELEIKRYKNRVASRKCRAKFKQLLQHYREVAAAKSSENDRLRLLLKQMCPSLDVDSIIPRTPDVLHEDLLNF
GLD-1 RNA inh – GLD-1-TGE RNA interaction inhibition (C. elegans); Q17339; inhibition, % at 5.96 µM; purified GLD-1 + fluorescein TGE RNA, fluorescence polarization; 0.44% of 320,000 active;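 active = percent inhibition above a per-plate cutoff, the plate mean of test compounds plus 3 SD, cut at about 30% in these data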;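 note: 0% = DMSO wells with GLD-1 and probe and 100% = wells lacking GLD-1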
Target sequence (Q17339 whole entry, looked up): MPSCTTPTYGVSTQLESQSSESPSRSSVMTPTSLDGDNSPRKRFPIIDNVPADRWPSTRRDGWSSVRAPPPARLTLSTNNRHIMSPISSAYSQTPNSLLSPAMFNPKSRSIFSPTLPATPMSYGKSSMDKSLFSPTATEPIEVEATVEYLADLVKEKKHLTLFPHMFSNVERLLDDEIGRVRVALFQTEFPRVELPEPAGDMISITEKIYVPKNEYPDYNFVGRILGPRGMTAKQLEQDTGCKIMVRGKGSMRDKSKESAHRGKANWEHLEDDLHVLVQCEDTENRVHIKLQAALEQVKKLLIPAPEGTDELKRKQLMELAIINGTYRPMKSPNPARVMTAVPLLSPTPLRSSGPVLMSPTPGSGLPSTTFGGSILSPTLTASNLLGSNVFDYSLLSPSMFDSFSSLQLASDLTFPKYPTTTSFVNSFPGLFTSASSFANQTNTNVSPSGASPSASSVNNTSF
Fam108B counter – Fam108B inhibition, counter-screen for RBBP9 inhibitors | 0.33% of 300,000 active | inhibition, % at 9.51 µM | recombinant Fam108B, FP-Rh probe fluorescence polarization;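 active = inhibition above the screen mean inhibition plus 3 SD, computed separately per campaign, cut at about 18% in these data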;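 note: inhibitors lower polarization as less probe binds the enzyme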
Efflux pump inh – blocks antifungal efflux pumps in multiplex yeast assay | AID 485275 | S. cerevisiae Candida pump triplex, Nile Red efflux | 0.44% of 330,000 active | inhibition, % at 10 µM;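 active = plate passing quality check with inhibition over a set limit, or well fluorescence over plate mean plus 4 SD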;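 note: Nile Red retained in pooled yeast measured as flow cytometry median fluorescence; 0% = buffer negative control and 100% = Enniatin B positive control; higher means more Nile Red kept so more efflux inhibition; some compounds called inactive have numbers as strong as hits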
MEX-5 binding – C. elegans MEX-5 TCR-2 RNA binding activity; Q9XUB2; MEX-5/FITC-TCR2 RNA binding, fluorescence polarization; stronger effect = lower value; activity score (negative = inhibition of binding), % at 10 µM; 0.38% of 300,000 active;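 active = inhibition past about -25% in most replicates, and total fluorescence under double the plate's negative control median, limit read from the data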;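 note: 0% = DMSO and -100% = 5 µM competing unlabeled TCR2 RNA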
EBNA-1 inh – blocks EBNA-1 binding to DNA | EBNA-1 DNA binding, fluorescence polarization | inhibition, % at 14.8 µM | 0.34% of 300,000 active | AID 1950; in the data active = inhibition above about 28%
CR mimetic SO – yeast age-related superoxide inhibition as caloric restriction mimetic; S. cerevisiae aged cells, superoxide DHE fluorescence; stronger effect = lower value; superoxide response (% of plate mean), % at 10 µM; 0.18% of 330,000 active; AID 2690;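 active = superoxide response under a set limit, about three screen SD below normal, cut at about 65% in these data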;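 note: yeast aged for seven days with compound at 30 °C before DHE staining; 100% = average MFI of all compound-treated wells on the plate with controls excluded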
BCLXL inh – Bcl-xL (human) inhibition. Q07817. GST-Bcl-xL / FITC-Bim BH3 peptide fluorescence polarization. inhibition, % at 10.9 µM. 0.7% of 320,000 active;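 active = inhibition above the mean of all tested compounds plus 3 SD, cutoff set per campaign, cut at about 30% in these data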;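 note: 0% = DMSO wells and 100% = unlabeled Bim-BH3 peptide competitor; inhibitors lower millipolarization by displacing the labeled peptide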
MCL1 BIM primary – MCL1-BIM-BH3 interaction inhibition (human); Q07820; GST-MCL1 / FITC-Bim-BH3 fluorescence polarization; inhibition, % at 10.9 µM; 0.68% of 320,000 active;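 active = inhibition above the mean inhibition of all tested compounds plus 3 SD, set per campaign, cut at about 40% in these data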;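 note: 0% = DMSO wells and 100% = unlabeled Bim-BH3 peptide control; higher means more loss of mP so more displacement of Bim peptide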
Target sequence (Q07820 whole entry, looked up): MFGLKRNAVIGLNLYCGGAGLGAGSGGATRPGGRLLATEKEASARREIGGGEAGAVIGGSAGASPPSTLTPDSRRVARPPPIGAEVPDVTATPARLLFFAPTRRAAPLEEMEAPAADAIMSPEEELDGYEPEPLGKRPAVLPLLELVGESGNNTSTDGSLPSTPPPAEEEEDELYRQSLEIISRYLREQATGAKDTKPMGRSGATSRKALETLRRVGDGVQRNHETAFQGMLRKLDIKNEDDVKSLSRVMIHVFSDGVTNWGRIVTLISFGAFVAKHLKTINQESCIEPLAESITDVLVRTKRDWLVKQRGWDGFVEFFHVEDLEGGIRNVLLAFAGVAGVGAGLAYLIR
Active calls of the source: *; nt = no result given. Hits appear at their usual frequency; 2.3% or so of the library scored in one or more.

SMILES	ZTA DNA inh	GLD-1 RNA inh	Fam108B counter	Efflux pump inh	MEX-5 binding	EBNA-1 inh	CR mimetic SO	BCLXL inh	MCL1 BIM primary
COc1cc(OC)cc(C(=O)NCCSc2c[nH]c3ccccc23)c1	3	1	0	0.0	0.4	-5	103	3	7
CO/N=C/c1ccc(OC)c(Oc2nc(OC)cc(OC)n2)c1	-17	4	-1	0.0	-2.9	-1	87	-1	-4
COc1cc(C2C(C#N)=C(N)OC3=C2C(=O)CCC3)cc(OC)c1OC(=O)N1CCOCC1 (configuration not stated)	-10	-4	-10	0.0	2.1	-3	117	3	6
CN(C)CCNc1cnn(-c2ccccc2)c(=O)c1Cl	0	10	0	-0.1	-1.4	1	104	-3	-5
Cc1cc(C)n(CCCO)c(=O)c1C#N	2	5	8	0.0	1.7	15	73	-3	0
CCN(CC)S(=O)(=O)c1ccc(N2CCOCC2)c(NC(=O)CCC2CCCCC2)c1	-10	-2	1	13*	1.6	-3	99	3	1
COc1ccc(/C=N/n2cncn2)cc1Cn1cc([N+](=O)[O-])cn1	5	2	0	0.2	nt	-4	121	2	2
O=C(O)C1SCCN1S(=O)(=O)c1ccc(N=NN2CCOCC2)cc1 (configuration not stated)	19	-3	3	0.0	1.5	4	120	2	-5
COc1ccc(NC(=O)C2CCCN(S(=O)(=O)c3cccc4nonc34)C2)cc1OC (configuration not stated)	14	5	7	0.1	-1.8	7	92	7	2
O=C(CN(C(=O)CCC(=O)Nc1nccs1)c1ccc(F)cc1)NCc1ccc2c(c1)OCO2	2	1	0	0.0	0.7	-15	107	0	1
CC(C)CCNC(=O)C1(O)c2ccccc2NC(=O)N1c1ccc(Cl)cc1 (configuration not stated)	-4	2	-2	0.3	0.2	-27	105	-1	-3
CC(C)c1nc2cc(C(=O)N(C)Cc3ccc(F)cc3)ccc2o1	-5	1	-5	0.3	0.2	-6	103	5	8
COc1ccccc1-n1c(SCC(=O)Nc2ccc(NC(C)=O)cc2)nc2c([nH]c3ccccc32)c1=O	-8	8	-11	0.5	-0.1	10	94	8	-1
CC(C)Oc1ccc(C(CC(=O)O)NC(=O)C(Sc2ccccc2)c2ccccc2)cc1 (configuration not stated)	-10	-8	4	-0.1	0.3	8	99	5	6
O=C(NCc1ccccn1)C1CCN(S(=O)(=O)c2cnc[nH]2)CC1	12	8	2	0.0	-1.9	15	102	10	12
COc1ccc(N(C)S(=O)(=O)c2cccc(C(=O)NC3CCCCC3C)c2)cc1 (configuration not stated)	18	2	-1	-0.1	-0.2	5	94	3	5
COC(=O)C1=C(N)Oc2cc(C)n(CCCn3ccnc3)c(=O)c2C1c1cccc(Cl)c1 (configuration not stated)	1	2	0	-0.1	-0.4	4	92	0	-4
CC1CC1C(=O)N(C)CC(=O)Nc1cccc(F)c1 (configuration not stated)	10	1	0	0.0	0.1	8	94	-12	-14
CC(C)C(=O)NC(CC(=O)O)c1ccccc1 (configuration not stated)	-17	8	1	-0.1	-0.3	-9	98	2	0
c1ccc(-c2nnc3sc(-c4cc5ccccc5o4)nn23)cc1	-2	-2	-7	0.2	0.4	-10	109	1	-8
CN1CCN(c2ccc(NC(=O)c3ccccc3)cc2)CC1	10	3	-2	-0.1	1.7	-1	92	0	3
COc1cc(N=C(N)N=C(N)N)cc(OC)c1	-8	-3	3	-0.2	0.0	4	93	1	3
Cc1ccc(C(=O)O/N=C2/CC3CCC2(C)[C@@]3(C)CBr)cc1 (some centres not stated)	18	3	4	0.0	2.2	1	120	-4	-2
Cc1cc(C(=O)NC2CCCc3c2cnn3-c2ccc(C)c(C)c2)nc(C)n1 (configuration not stated)	-2	-4	2	-3.2	-0.5	-6	101	4	8
COc1ccc(OC)c(S(=O)(=O)Nc2ccc(Oc3ccccc3)cc2)c1	15	2	-5	0.0	-2.1	7	104	-3	3
NS(=O)(=O)c1ccc(NC(=O)C(=O)NCCC(=O)O)cc1	22	-2	1	0.2	0.3	-2	103	1	5
Cc1ccc(CSCC(=O)NCc2cccnc2)cc1	7	3	3	0.4	1.0	-2	122	1	-3
NC(=O)CSc1nnc(-c2ccncc2)n1CCc1ccccc1	5	9	-1	0.2	-0.1	-6	109	-2	-3
COc1cccc2cc(-c3ccccc3)c(=O)oc12	2	1	0	-0.1	1.0	9	80	-6	-1
COc1cccc2cc(S(=O)(=O)c3ccccc3)c(=Nc3ccc4c(c3)OCCO4)oc12	12	28	0	0.2	1.4	8	100	6	5
O=C(Nc1ccc2c(c1)OCCO2)C1CCCN1S(=O)(=O)c1ccc(Cl)cc1 (configuration not stated)	1	-4	-3	-0.3	-0.3	6	95	0	-4
O=c1cc(C(F)(F)F)nc(-c2cccnc2)[nH]1	0	5	0	0.2	2.5	3	110	5	-1
CC1C=Cc2ccccc2N1C(=O)c1ccccc1 (configuration not stated)	1	0	4	0.0	2.0	4	101	3	-3
O=C(NCCC1=CCCCC1)c1ccc(Cl)c(S(=O)(=O)N2CCOCC2)c1	11	8	4	0.1	4.0	9	101	5	5
N#Cc1c(-c2ccccc2)nc(N2CCOCC2)[nH]c1=O	4	-1	1	-0.1	-1.2	5	85	1	2
CCOC(=O)c1ccc(NC(=O)N2C3CCCC2CC(NC(C)=O)C3)cc1 (configuration not stated)	4	-2	2	0.2	3.3	-4	115	-2	12
Cc1ncc(S(=O)(=O)c2ccc(Cl)cc2)c(N)n1	15	6	-8	0.2	nt	3	106	-1	-8
CCOc1ccc2c(c1)-c1c(ssc1=S)C(C)(C)N2C(=O)CSC1=NCCS1	-17	1	6	0.2	-1.4	0	102	6	8
CCCc1nc(NC(C)=O)c(C#N)c(-c2ccco2)c1CC	7	-3	-2	0.1	-4.0	5	115	2	11
CC(=O)Nc1ccc(S(=O)(=O)NCCC(=O)N2CCN(C(c3ccccc3)c3ccccc3)CC2)cc1	-9	0	-1	-0.1	2.6	0	82	3	6
COC(=O)c1cc(=O)n(-c2ccccc2)c(=Nc2ccccc2)s1	6	1	0	0.0	-0.8	6	99	2	8
O=C(/C=C/c1ccc(Cl)cc1)Nc1ccc(S(=O)(=O)Nc2ncccn2)cc1	-20	4	-7	-0.1	-1.6	-1	91	-11	-2
O=S(=O)(Nc1cccc(S(=O)(=O)N2CCOCC2)c1)c1ccc(Cl)s1	17	2	0	0.0	0.2	4	103	4	4
CCC(=O)c1c[nH]c(C(=O)NCC2CCCO2)c1 (configuration not stated)	10	5	2	-0.1	1.3	6	94	2	-4
CC(Cc1ccccc1)C(=O)N(C)Cc1ccccc1 (configuration not stated)	-18	7	0	-0.1	2.0	-1	93	1	2
COc1cc(/C=C(\C#N)c2[nH]nc(N)c2C#N)cc(OC)c1O	-5	-78	8	0.1	2.0	-11	104	-4	-1
CC1(C)C(C=C(Cl)Cl)C1C(=O)N(Cc1ccc(Cl)cc1)C1CCS(=O)(=O)C1 (configuration not stated)	16	5	-4	-0.5	0.6	11	105	4	-1
O=C(c1cccs1)n1cc(C(=S)N2CCOCC2)c2ccccc21	0	1	3	-0.2	-2.8	-6	93	7	4
CC(=O)c1cc2c(cc1NS(=O)(=O)c1ccccc1F)OCO2	7	0	0	0.2	-1.6	8	114	1	1
O=C(Nc1cccc(S(=O)(=O)N2CCOCC2)c1)c1ccco1	19	4	0	0.0	3.9	-3	97	1	-2
C[C@@H]1CN(C(=O)c2nc3ccc(Cl)cn3c2CN[C@H]2CCCCNC2=O)C[C@H](C)O1	-11	8	7	0.2	-0.3	7	125	8	8
Cc1cccc2c(=O)c(-c3ccc(Cl)cc3)c(NC(=O)c3ccco3)oc12	14	-6	-1	0.5	1.2	3	80	-3	-5
CC1(C2CC(C(F)(F)F)n3nc(C(=O)O)cc3N2)CC1 (configuration not stated)	8	3	-4	-0.3	0.5	5	103	-1	-6
O=C(c1ccco1)N1CCN(Cc2nnc(-c3cccc(Cl)c3)o2)CC1	-21	1	1	0.7	0.1	-1	96	0	-5
CN(C)c1ccc(C=Nc2ccccc2C(N)=O)cc1	-10	4	4	-0.1	nt	9	91	0	0
COc1ccccc1CNC(=O)C1(NC(=O)Nc2ccc(C)cc2)CCCCC1	2	0	1	0.2	-1.4	0	101	-2	-5
CC(C)c1ccc(NC(=O)CSc2n[nH]c(=O)n2-c2ccc3c(c2)OCCO3)cc1	6	-3	2	0.0	-1.0	3	91	0	0
Nc1nonc1NC(=O)NN=C1CCCCC1	-1	5	0	0.1	-2.0	0	94	4	1
N#Cc1c(NC(=O)COC(=O)c2ccc(F)cc2)sc2c1CCC2	3	5	-4	-0.1	1.1	-3	107	2	4
Cc1ccc(N(CC(=O)NC(C)(C)C)C(=O)CNC(=O)c2cccs2)c(C)c1	-4	0	2	0.2	2.9	-10	107	-2	1

Nothing new here: three of the compounds above.
SMILES	ZTA DNA inh	GLD-1 RNA inh	Fam108B counter	Efflux pump inh	MEX-5 binding	EBNA-1 inh	CR mimetic SO	BCLXL inh	MCL1 BIM primary
COc1cc(/C=C(\C#N)c2[nH]nc(N)c2C#N)cc(OC)c1O	-5	-78	8	0.1	2.0	-11	104	-4	-1
CC1(C)C(C=C(Cl)Cl)C1C(=O)N(Cc1ccc(Cl)cc1)C1CCS(=O)(=O)C1 (configuration not stated)	16	5	-4	-0.5	0.6	11	105	4	-1
O=C(c1cccs1)n1cc(C(=S)N2CCOCC2)c2ccccc21	0	1	3	-0.2	-2.8	-6	93	7	4

Remaining list, next part.
SMILES	ZTA DNA inh	GLD-1 RNA inh	Fam108B counter	Efflux pump inh	MEX-5 binding	EBNA-1 inh	CR mimetic SO	BCLXL inh	MCL1 BIM primary
COc1ccc(-n2c(SCC(=O)Nc3cc(C)on3)nc3c([nH]c4ccccc43)c2=O)cc1OC	1	-5	5	-0.4	-1.1	-6	101	5	7
Cc1ccc2nc(SCc3nc4c(cnn4-c4ccccc4)c(=O)[nH]3)[nH]c2c1	17	-4	8	-0.2	-2.3	1	91	-8	-8
Cc1cccc(NC(=O)c2ccoc2C)n1	4	-6	-3	-0.1	0.3	-6	102	5	0
CCCC(=O)Nc1ccc(C(=O)NCC2CCCO2)cc1 (configuration not stated)	0	4	2	-0.1	2.1	-3	82	5	2
CNc1ccc(Br)cc(C(=O)/C=C/c2cccc(OC)c2OC)c1=O	9	16	10	0.3	-0.9	5	96	12	5
CCc1ccc(/C(C)=N/Nc2cc(Cl)nc(C)n2)cc1	2	2	-5	0.0	-2.0	-1	101	1	0
COc1ccc(/C(N)=N/OC(=O)Cc2ccccc2OC)cc1	0	0	2	-0.1	1.2	-5	102	1	3
O=C(CCN=C1NS(=O)(=O)c2ccccc21)OCC(=O)c1ccc(F)c(F)c1	-12	-1	-2	-0.3	1.8	-1	85	-5	-11
O=C(Nc1ccncc1)OCc1ccccc1	-6	-2	-5	-0.1	1.4	-11	95	-1	-4
CCCNC(=O)OC[C@H]1O[C@H](CCO/N=C/c2ccc(C(=O)N3[C@H](c4ccc(C)cc4)[C@@H](C)CC[C@H]3C(=O)OC)cc2)C=C[C@@H]1Oc1ccc(OC)cc1	8	10	-5	nt	1.2	-4	nt	-6	-12
N#CCN1CCN(CCC(=O)Nc2ccc(OCc3ccccc3)cc2)CC1	-12	-8	-2	0.3	0.6	-1	118	-4	-2
CC(C)n1c(O)c(/C=C2\C=NN=C2c2ccccc2)sc1=S	-2	3	-2	0.4	1.6	-10	97	2	6
O=C(NC1CCCCC1)c1ccc2[nH]c(=O)c(=O)[nH]c2c1	11	-4	3	0.0	3.2	-10	76	3	7
Cc1ccc(C)c(-c2cc(C(=O)Nc3nccs3)c3ccccc3n2)c1	0	3	-2	0.8	1.0	2	107	3	5
CCOCCCNC(=O)c1cc2c(s1)-c1ccccc1SC2	7	-2	-5	-0.2	0.4	6	119	4	3

Assay outcomes: PubChem, several laboratories
